# Source: PubChem
# Nrf2 inh: Nrf2 qHTS screen for inhibitors; actives 2.1% (n = 360,000); Potency, µM (series often up to 46 µM), for the others: at the top dose activity change, negative = inhibition, most hits filed as inhibitors; A549 ARE-Fluc reporter, luciferase luminescence, 18-24 h; further: potency means the concentration at half of the fitted maximal effect; on the % scale 0 is the no-effect control and ±100 the full control effect; nearly all actives have a fitted effect of over 60% in size
#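 A549 ARE_Fluc cells, 5000/well, 5% FBS OPTI-MEM; compounds in dose-response, 18-24 h at 37 °C/5% CO2; CellTiter-Fluor viability read (Ex 405/Em 525), then BugLite luciferase luminescence = Nrf2 activity.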
# Nrf2 activator: qHTS of Nrf2 Activators; AREc32 ARE-luciferase reporter (MCF7-derived line), luminescence, 24 h; Potency, µM (series often up to 46.1 µM), for the others: at the top dose activation, most hits filed as activators; actives 0.31% (n = 410,000); further: potency means the concentration at half of the fitted maximal effect; % of control where 0% means no effect; nearly all actives have a fitted effect of over 65% in size
#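 Luminescent ARE reporter assay in AREc32_Fluc cells: overnight plating at 37 deg C, 24 hr compound incubation, Steady-Glo added, 30 min RT before reading.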
# Akt phos inh: HTS Assay for Inhibitors of Akt Phophorylation: Primary Screen | activity change, % for hits at 50 µM | Neuro2A IGF-stimulated pAkt S473 HTRF, 20 min; active compounds read low | actives 0.32% (n = 360,000); in the data active means activity change below about -80%; inconclusive means mostly about -51% to -80%; further: on the % scale 0 is the no-effect control and ±100 the full control effect
#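 Single-point screen (50 µM final compound) in Neuro2A cells stimulated 20 min with 6 nM IGF at 37 deg C. After lysis, Ser473-phosphorylated Akt read by HTRF (ex 330 nm, em 615/665 nm) as the 665/615 ratio.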
# A549 tox: Nrf2 qHTS screen for inhibitors: counterscreen for cytotoxicity; A549 ARE-Fluc cells, CellTiter-Fluor viability, 18-24 h; Potency, µM (titrated, usually from 46 µM), for the others: top-dose activity change, negative = cytotoxicity, most hits filed as inhibitors; actives 0.16% (n = 390,000); further: potency means the concentration at half of the fitted maximal effect; on the % scale 0 is the no-effect control and ±100 the full control effect
#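 A549 ARE-Fluc cells in 5% FBS OPTI-MEM, 5000 cells/well, rested 2 h then exposed to compounds in concentration-response for 18-24 h at 37 °C. Viability by CellTiter-Fluor fluorescence (Ex 405/Em 525) after 30 min; luciferase luminescence (BugLite, 15 min, RT) read afterwards.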
# TGFb inhibitor: qHTS for Inhibitors of TGF-b | HepG2 CAGA-GFP TGF-b/SMAD3 reporter, GFP fluorescence, 18 h; TGF-beta stimulated, 500 pg/mL final | Potency, µM (doses to about 46.1 µM), without a hit: at the highest dose activity, negative = inhibition, actives largely listed as inhibitors | actives 1.2% (n = 410,000) | AID 588855, 2011; further: potency means the concentration at half of the fitted maximal effect; on the % scale 0 is the no-effect control and ±100 the full control effect; nearly all actives have a fitted effect of over 65% in size
#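 Inhibition of TGF-beta-driven CAGA-GFP reporter expression in HEPG2 cells is measured by cellular GFP fluorescence after 18 h stimulation with 500 pg/mL recombinant TGF-beta in 1% FBS medium at 37 degrees C.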
# HepG2 tox: qHTS for Inhibitors of TGF-b: Cytotox Counterscreen | actives 0.76% (n = 410,000) | AID 588856, 2011 | Potency, µM (top dose mostly 46.1 µM), inactives show at the top dose activity change, negative = cytotoxicity, actives largely listed as cytotoxic | HepG2 CAGA-GFP viability, ATP luminescence, 18 h; further: potency means the concentration at half of the fitted maximal effect; some results filed as inactive show a strong effect at the top dose
#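 HepG2 CAGA-GFP cells (1000/well, DMEM with 1% FBS) received compound, then TGF-beta at 500 pg/mL final, and were incubated 18 hours at 37 degrees C. Viability was read by CellTiter-Glo luminescence. Media-only wells were set as complete cell-killing and DMSO as no toxicity.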
# ATXN viability: Viability Counterscreen for Primary qHTS for Inhibitors of ATXN expression | Potency, µM (doses to about 56.7 µM), actives largely listed as cytotoxic | AID 651635, 2014 | S2 cells (HEK-293 line with an ATXN2-luciferase reporter) viability, CellTiter-Fluor protease fluorescence, 24 h | actives 0.49% (n = 400,000); further: potency means the concentration at half of the fitted maximal effect; nearly all actives have a fitted effect of over 40% in size
# Mm-Cpn inhibitor: Inhibitors of TCP-1 ring complex (TRiC) of Methanococcus maripaludis (MmCpn): qHTS; purified Mm-Cpn ATPase, ADP Transcreener TR-FRET; Potency, µM (top dose mostly 76.9 µM), inactives show at the top dose activity, negative = inhibition, usual class: inhibitors; Chaperonin Mm-Cpn (Methanococcus maripaludis); actives 0.031% (n = 330,000); AID 504842, 2011; further: potency means the concentration at half of the fitted maximal effect; on the % scale 0 is the no-effect control and ±100 the full control effect; nearly all actives have a fitted effect of over 80% in size
#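 Inhibition of chaperonin ATP hydrolysis is measured as reduced ADP production, detected by competitive TR-FRET in which signal falls with ADP. Final enzyme 25 nM and ATP 10 uM, reacted 30 min at 37°C.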
# CCT chaperon mod: High-Throughput Screening for Modulators of Cytosolic Chaperonin Activity. activity change, % (concentration not given with the values), hits read low. actives 0.3% (n = 360,000). purified chaperonin ATPase assay, HTRF ADP detection, 30 min; in the data active means activity change below about -30%; further: on the % scale 0 is the no-effect control and ±100 the full control effect
#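 TRiC (40 or 20 nM final, by batch activity) in 30 mM Tris pH 7.4, 100 mM KCl, 5 mM MgCl2, 1 mM DTT was treated with compound at 76 uM single dose, then 10 uM ATP, 30 min at 37 °C. ADP was read by HTRF Transcreener.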
# * hit, by the source's call; i = inactive; ? = inconclusive; nt = not tested or not shown; & = joins results of further samples. Unless noted, the call rests on the fitted dose curve; in most records, active means well fitted curve in the direction sought with a large enough effect; inconclusive means small, poorly fitted or top-dose-only effect, or another doubt; inactive means no such curve, though single readings can be large; an effect the other way counts as inactive or inconclusive.
# Assay codes: A = Nrf2 inh; B = Nrf2 activator; C = Akt phos inh; D = A549 tox; E = TGFb inhibitor; F = HepG2 tox; G = ATXN viability; H = Mm-Cpn inhibitor; I = CCT chaperon mod
> COc1ccc(-c2nnc(SCC(=O)NC3CCCC3)n2C)cc1
  A = 8%	B = -1.0%	C = i	D = 1%	E = 12%	F = 6%	G = i	H = 2%	I = 1.8

> O=C(O)/C=C/c1cn(-c2ccccc2)nc1-c1cc2ccccc2o1
  A = -17%	B = 0.0%	C = i	D = 0%	E = -23%	F = -19%	G = i	H = -1%	I = 0.8

> Cc1csc(=O)n1CCC(=O)OCC(=O)c1c(N)n(C)c(=O)n(C)c1=O
  A = 5%	B = 0.0%	C = i	D = -1%	E = 0%	F = 4%	G = ?	H = 0%	I = -1.6

> O=[N+]([O-])c1ccc(Cl)cc1NCCCN1CCOCC1
  A = 3%	B = 6.0%	C = i	D = -5%	E = 1%	F = 2%	G = i	H = 1%	I = 0.9

> COc1ccc(N2CCN(C(=O)CCC(=O)N3CC(C)Oc4ccc(C)cc43)CC2)cc1 (stereo unspecified)
  A = -11%	B = 0.7%	C = i	D = 11%	E = -18%	F = -31%	G = i	H = 0%	I = 0.7

> CCOc1ccc(NC(=O)CCc2nc3cccnc3n2-c2ccccc2)cc1
  A = -18%	B = -0.3%	C = nt	D = -1%	E = -15%	F = -9%	G = i	H = nt	I = nt

> N#C/C(=C(/O)C(Cl)c1ccccc1)c1nc2ccccc2s1 (stereo unspecified)
  A = -10%	B = 0.8%	C = i	D = -5%	E = 0%	F = -28%	G = i	H = -1%	I = -3.7

> O=C(O)c1ccc(-c2noc(-c3ccccc3C(F)(F)F)n2)cc1
  A = ?	B = 3.5%	C = nt	D = ?	E = -11%	F = -5%	G = i	H = nt	I = nt

> CCC(C)NC(=O)Cn1c(=O)n(CCCC(=O)NCc2ccccc2Cl)c(=O)c2ccccc21 (stereo unspecified)
  A = 18%	B = -0.3%	C = i	D = -3%	E = -9%	F = 10%	G = i	H = 0%	I = 1.4

> CCOCCCn1c(=N)c(S(=O)(=O)c2ccc(C)cc2)cc2c(=O)n3ccccc3nc21
  A = -11%	B = 0.1%	C = nt	D = -2%	E = 3%	F = -16%	G = i	H = nt	I = nt

> Cc1nnc(SCC(=O)Nc2ccc(N(C)C)cc2)n(N)c1=O
  A = -8%	B = 2.9%	C = i	D = 1%	E = -1%	F = 6%	G = i	H = 1%	I = -2.4

> Cc1nc(NC(=O)CC(C)C)sc1-c1csc(Nc2ccc(Cl)cc2Cl)n1
  A = -27%	B = 5.9%	C = i	D = -7%	E = -16%	F = -11%	G = ?	H = ?	I = -1.8

> COC(=O)C1=C(C)N(CCCCCC(=O)O)C(=O)NC1c1ccccc1 (stereo unspecified)
  A = 5%&4%	B = -0.1%	C = i	D = 0%&-2%	E = -1%&1%	F = -27%&-22%	G = i	H = nt	I = 1.0

> CN(C)c1ccc(C=c2c3cc([N+](=O)[O-])ccc3n3c2cc(-c2ccccc2)[n+]3C)cc1
  A = 8.2µM*	B = -3.5%	C = i	D = ?	E = ?	F = -73%	G = nt	H = nt	I = 0.8

> O=S(=O)(c1ccc(F)cc1)N1CCN(Cc2cc3c(cc2Br)OCCO3)CC1
  A = ?	B = -0.9%	C = i	D = 6%	E = -28%	F = -4%	G = i	H = 0%	I = 0.6

> COc1ccc(N2CCN(S(=O)(=O)CCNC(=O)COc3ccccc3F)CC2)cc1
  A = nt	B = 0.7%	C = nt	D = 11%	E = -5%	F = 1%	G = nt	H = nt	I = nt

> CC(C)Cn1c(N)c(C(=O)CSc2nnnn2-c2ccc(Cl)cc2)c(=O)n(C)c1=O
  A = ?	B = 0.1%	C = i	D = 1%	E = 3%	F = -9%	G = i	H = nt	I = -4.5

> CCOC(=O)C1=C2SCC(=O)N2C(N)=C(C#N)C1
  A = 7%	B = 0.1%	C = i	D = 3%	E = -11%	F = 13%	G = i	H = 1%	I = 0.1

> NC(=NCCc1c[nH]c2ccccc12)NS(=O)(=O)c1cc(F)ccc1F
  A = ?	B = -0.3%	C = i	D = 4%	E = 2%	F = -23%	G = i	H = 1%	I = 0.7

> CCc1ccccc1N1CSC2=C(C#N)C(c3cc(OC)c(OC)cc3OC)CC(=O)N2C1 (stereo unspecified)
  A = 10%	B = -0.2%	C = i	D = 3%	E = 3%	F = -43%	G = i	H = -17%	I = 0.8

# The final two entries of the part before are carried over, then new ones follow:
# Assay codes: A = Nrf2 inh; B = Nrf2 activator; C = Akt phos inh; D = A549 tox; E = TGFb inhibitor; F = HepG2 tox; G = ATXN viability; H = Mm-Cpn inhibitor; I = CCT chaperon mod
> NC(=NCCc1c[nH]c2ccccc12)NS(=O)(=O)c1cc(F)ccc1F
  A = ?	B = -0.3%	C = i	D = 4%	E = 2%	F = -23%	G = i	H = 1%	I = 0.7

> CCc1ccccc1N1CSC2=C(C#N)C(c3cc(OC)c(OC)cc3OC)CC(=O)N2C1 (stereo unspecified)
  A = 10%	B = -0.2%	C = i	D = 3%	E = 3%	F = -43%	G = i	H = -17%	I = 0.8

> Cc1ccc(OCC(=O)N(Cc2ccc(C)o2)C2CCS(=O)(=O)C2)cc1 (stereo unspecified)
  A = 2%	B = 0.2%	C = i	D = -10%	E = 9%	F = -11%	G = i	H = -2%	I = -1.2

> CCC(C)(C)NC(=O)C(c1ccccc1Cl)N(C(=O)CCC(=O)Nc1cc(C)on1)C1CC1 (stereo unspecified)
  A = -16%	B = 0.1%	C = i	D = -6%	E = 3%	F = -15%	G = i	H = -2%	I = -2.3

> COc1cccc(/C=N/n2c(N)c(S(=O)(=O)c3cccs3)c3nc4ccccc4nc32)c1OC
  A = 3.7µM*	B = -0.1%	C = i	D = ?	E = 2%	F = -3%	G = i	H = 2%	I = -11

> O=C(Cc1ccc(F)cc1)OCn1nnc2ccccc2c1=O
  A = 12%	B = 3.7%	C = i	D = 0%	E = -12%	F = -41%	G = i	H = -1%	I = 1.4

> COc1cc(CC(=O)OC2CCOC2=O)cc(OC)c1OC (stereo unspecified)
  A = -7%	B = -0.1%	C = i	D = -4%	E = 4%	F = 3%	G = i	H = -1%	I = 0.6

> COc1ccccc1NC(=O)c1cccc(NC(=O)c2ccco2)c1
  A = nt	B = -0.3%	C = i	D = -7%	E = 11%	F = 5%	G = i	H = 2%	I = 1.0

> O=c1cc(N2CCc3ccccc3C2)[nH]c(=O)n1-c1ccc(Cl)cc1
  A = 8%	B = 0.4%	C = i	D = -19%	E = 5%	F = -9%	G = i	H = 1%	I = -0.7

> O=C1CC(N2CCN(c3ccc(S(=O)(=O)N4CCOCC4)cc3)CC2)C(=O)N1Cc1ccccc1 (stereo unspecified)
  A = nt	B = 2.5%	C = i	D = 2%	E = -4%	F = 2%	G = i	H = 0%	I = 0.7

> CCOc1ccc(S(=O)(=O)N(C)c2ccc(OCC(=O)N3c4ccc(C)cc4C4CN(C)CCC43)cc2)cc1 (stereo unspecified)
  A = 4%	B = 5.0%	C = i	D = -8%	E = -4%	F = -27%	G = i	H = -1%	I = 1.3

> Cc1ccc(NC(=S)Nc2ccccn2)cc1C
  A = ?	B = 20%	C = i	D = -3%	E = -1%	F = -24%	G = ?	H = -1%	I = 0.2

> COC(=O)c1c(C)[nH]c(C(=O)C(C)OC(=O)c2cnc(C)cn2)c1C (stereo unspecified)
  A = 2%	B = -0.4%	C = i	D = 3%	E = -4%	F = -10%	G = i	H = 1%	I = -1.5

> COc1ccc(C)cc1NC(=O)C1CCN(S(=O)(=O)c2c(C)noc2C)CC1
  A = 3%	B = -0.1%	C = i	D = 0%	E = -21%	F = 3%	G = i	H = -3%	I = -2.4

> CN(C)CCCOc1nn(Cc2ccccc2)c2ccccc12
  A = 17%	B = 4.6%	C = i	D = 2%	E = 2%	F = -18%	G = i	H = -8%	I = 0.9

> CN(CC(=O)Nc1ccccc1Br)C(=O)c1cc(Cl)nc2ccccc12
  A = 0%	B = -0.7%	C = i	D = 2%	E = -1%	F = -1%	G = i	H = 1%	I = -0.8

> CCOc1cc(C2CC(=O)N3CN(C4CCCCC4)CSC3=C2C#N)ccc1O (stereo unspecified)
  A = ?	B = 0.0%	C = i	D = -1%&-1%	E = -2%&6%	F = 0%&-2%	G = i	H = -1%	I = 0.6

> CC(C)(C#CCN1CCCCC1)OCCOC(c1ccccc1)c1ccccc1
  A = -10%	B = 4.0%	C = i	D = -13%	E = ?	F = -24%	G = ?	H = -1%	I = 2.3

> CN(CC(=O)Nc1ccc2c(c1)OCCO2)S(=O)(=O)c1ccc(F)cc1
  A = ?	B = 0.2%	C = i	D = 0%	E = -3%	F = -1%	G = i	H = -3%	I = 1.4

> COc1ccc(CNC(=O)CCCNS(=O)(=O)c2cccc3nonc23)cc1
  A = 4%	B = 2.7%	C = i	D = 2%	E = 21%	F = -12%	G = i	H = 0%	I = 1.2

> O=C(Nc1cccc(C(F)(F)F)c1)c1ccc(F)c(S(=O)(=O)N2CCc3ccccc3C2)c1
  A = nt	B = -0.1%	C = nt	D = -2%	E = 11µM*	F = -33%	G = nt	H = nt	I = nt

> O=c1c(N2CCN(c3cccc(Cl)c3)CC2)csc2ccccc12
  A = nt	B = 1.5%	C = nt	D = -9%	E = -25%	F = -41%	G = ?	H = nt	I = nt

> CCOC(=O)Cc1csc(NS(=O)(=O)c2ccc3c4c(cccc24)C(=O)N3CC)n1
  A = -20%	B = 23%	C = i	D = 6%	E = ?	F = -26%	G = i	H = 0%	I = 1.2

> Nc1nnnn1/N=C/C(Br)=C/c1ccccc1
  A = -19%	B = -3.0%	C = i	D = ?	E = 3.5µM*	F = -30%	G = 14µM*	H = -4%	I = -0.4
